p97 inhibitor: blocks human p97 ATPase activity; inhibition, % at 8 µM; actives 0.42% (n = 220,000); recombinant p97 ATPase, Kinase-Glo ATP luminescence, 3 h; in the data active = inhibition above about 15%;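 note: 0% = DMSO vehicle and 100% = wells lacking enzyme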
Ba/F3 V617F tox: reduce viability of Ba/F3 cells dependent on JAK2V617F. actives 1.1% (n = 220,000). Ba/F3 EpoR-JAK2V617F viability, ATP luminescence. inhibition, % at 5.6 µM. AID 1446;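 active = inhibition above the campaign mean plus 3 SD over all tested compounds, cut at about 24% in these data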;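 note: cytokine-independent growth of Ba/F3 cells driven by EpoR plus mutant JAK2; 0% = DMSO-treated cells and 100% = JAK inhibitor I control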
RBBP9 inh: human RBBP9 hydrolase inhibition; O75884; recombinant RBBP9, FP-Rh probe fluorescence polarization; inhibition, % at 7.94 µM; actives 0.2% (n = 220,000); AID 1515;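 active = inhibition above the campaign mean of all tested compounds plus 3 SD, cut at about 14% in these data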;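 note: plate controls were DMSO wells with RBBP9 for no effect and wells lacking RBBP9 protein for full effect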
Target sequence (O75884 whole entry, looked up): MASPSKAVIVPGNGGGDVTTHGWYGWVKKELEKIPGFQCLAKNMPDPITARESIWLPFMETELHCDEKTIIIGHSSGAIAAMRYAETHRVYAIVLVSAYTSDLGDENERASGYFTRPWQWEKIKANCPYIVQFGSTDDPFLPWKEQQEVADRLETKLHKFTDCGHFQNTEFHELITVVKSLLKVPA
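Test system: recombinant human RBBP9. Quantity: 2.5 µM RBBP9 dispensing solution, before mixing. Detection: FP readout at 525/598 nm. Reagent: Serine-hydrolase probe FP-Rh, 375 nM pre-mixing. Measure: % inhibition. Control set: DMSO-treated enzyme wells and wells lacking RBBP9. Buffer or medium: Tris-NaCl-Pluronic buffer, pH 8.0. Times: preincubation 30 min plus labeling 45 min at 25 °C.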
EP2 antag: EP2 receptor (human) inhibition; actives 0.52% (n = 260,000); P43116; C6 glioma cells expressing human EP2, cAMP TR-FRET; cells stimulated with saturating PGE2; inhibition, % at 25 µM;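 active = percent inhibition above 40 after rounding to a whole number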;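 note: rat C6 glioma host cells with rolipram phosphodiesterase inhibitor present; the protocol text gives 20 µM as final concentration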
Target sequence (P43116 whole entry, looked up): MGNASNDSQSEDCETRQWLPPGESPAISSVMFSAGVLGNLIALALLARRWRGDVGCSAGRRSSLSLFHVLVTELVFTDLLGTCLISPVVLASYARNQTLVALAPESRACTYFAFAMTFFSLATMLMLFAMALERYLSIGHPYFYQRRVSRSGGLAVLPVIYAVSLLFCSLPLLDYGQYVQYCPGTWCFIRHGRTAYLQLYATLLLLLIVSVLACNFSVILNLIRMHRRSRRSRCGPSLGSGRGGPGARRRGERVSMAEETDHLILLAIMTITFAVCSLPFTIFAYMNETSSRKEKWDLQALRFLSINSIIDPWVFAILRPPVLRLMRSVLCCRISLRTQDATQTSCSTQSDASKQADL
BaF3 parental: counter-screen for JAK2V617F inhibitors: parental Ba/F3 viability inhibitors | actives 1.1% (n = 220,000) | CellTiter-Glo ATP luminescence | inhibition, % at 5.6 µM;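 active = inhibition above a per-campaign cutoff, the mean inhibition of all tested compounds plus 3 SD, cut at about 27% in these data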;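 note: 0% = DMSO wells and 100% = JAK Inhibitor I control wells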
Tb hexokinase: T. brucei hexokinase 1 inhibition | actives 0.11% (n = 220,000) | recombinant TbHK1, G6PDH-coupled NADH A340 | inhibition, % at 10 µM;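 active = inhibition of 50% or more in the single-dose primary screen; inactive = inhibition below 50%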
p47phox inh: inhibitors of human p47phox binding; inhibition, % at 24.7 µM; p47phox/p22phox peptide binding, fluorescence polarization, 2 h; actives 0.53% (n = 220,000); AID 1274; P14598;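 active = inhibition above about 30%, limit read from the data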;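 note: 0% = p47phox with labelled peptide and 100% = labelled peptide alone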
Target sequence (P14598 whole entry, looked up): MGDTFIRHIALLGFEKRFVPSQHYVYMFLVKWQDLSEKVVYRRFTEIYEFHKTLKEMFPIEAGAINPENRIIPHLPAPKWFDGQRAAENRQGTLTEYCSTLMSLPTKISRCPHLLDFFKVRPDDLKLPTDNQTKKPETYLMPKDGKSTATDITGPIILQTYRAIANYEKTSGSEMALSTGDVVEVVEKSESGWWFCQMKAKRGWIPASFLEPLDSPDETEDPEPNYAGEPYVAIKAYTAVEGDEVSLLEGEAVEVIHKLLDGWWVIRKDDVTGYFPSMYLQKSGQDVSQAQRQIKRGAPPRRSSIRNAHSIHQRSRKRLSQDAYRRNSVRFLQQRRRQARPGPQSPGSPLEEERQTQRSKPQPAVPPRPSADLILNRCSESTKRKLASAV
Furin inhibitor: human furin inhibition; actives 0.061% (n = 220,000); P09958; purified furin, fluorogenic substrate cleavage; AID 463115; inhibition, % at 30 µM; in the data active = inhibition above about 25%; note: inactives centre near -15
PPC-1+TRAIL kill: PPC-1 cancer cell killing with TRAIL present. PPC-1 cells + TRAIL, ATPLite viability luminescence. cell killing (% activity), % at 4 µM. actives 0.41% (n = 220,000). AID 1443;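 active = cell killing above 50% in the first pass at 4 µM, then a duplicate retest at 5 µM averaging 50% or more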;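 note: plate controls were cells with TRAIL plus DMSO for no effect and medium-only wells lacking cells for full effect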
Numbers without * were called inactive; . = not tested or not shown; & = joins results of further samples; [ ] = another dose, or the depositor's remark. A portion of the library; the hit share may differ from the screen's.

Each structure is followed by: p97 inhibitor	Ba/F3 V617F tox	RBBP9 inh	EP2 antag	BaF3 parental	Tb hexokinase	p47phox inh	Furin inhibitor	PPC-1+TRAIL kill
CCOc1cc(/C=N/NC(=O)c2nn(C)cc2Br)ccc1OCc1ccccc1Cl
  -1	3	-3	9	9	-13	-8	-9	20
Cc1ccccc1CC1(CO)CCCN(Cc2nc(-c3cccs3)oc2C)C1 (stereo unspecified)
  -7	0	-6	8	7	2	-17	4	-1
Cc1nc2ccccc2nc(C)c1=NOCc1ccccc1Cl
  0	-1	-7	6	7	14	-14	-2	-6
CC(C)(C)NC(=O)NC(=O)CSc1ncccn1
  3	-3	-6	5	-2	2	-3	-7	4
CCN1C(=O)CCC(C(=O)O)C1c1ccc(OC)cc1 (stereo unspecified)
  2	0	-7	17	2	-5	10	-12	10
CC(C)C(NC(=O)c1ccccc1F)C(=O)Nc1ccc2c(c1)OCO2 (stereo unspecified)
  3	-1	2	10	4	-1	-5	1	-2
COc1cccc(NC(=O)c2ccc(C(=O)c3ccccc3)o2)c1
  1	-1	-9	8	-2	-12	-5	-11	7
O=C(Nc1ccc(Cl)c([N+](=O)[O-])c1)C(NCCCO)c1ccccc1 (stereo unspecified)
  5	0	-3	2	7	7	-9	-12	-6
N=c1sccn1CC(=O)Nc1ccccc1Sc1ccccc1
  -5	4	-15	5	3	14	-3	-2	4
CCN1CCN(C(=O)CN(C)S(=O)(=O)c2ccc(Cl)cc2)CC1
  -2	4	2	12	4	-6	-7	-16[20 µM]	19

Further results:
Each structure is followed by: p97 inhibitor	Ba/F3 V617F tox	RBBP9 inh	EP2 antag	BaF3 parental	Tb hexokinase	p47phox inh	Furin inhibitor	PPC-1+TRAIL kill
CCOc1ccc(NC(=O)CN(C)CC(=O)NC2CCCc3ccccc32)cc1OCC (stereo unspecified)
  -3	3	0	16	4	-4	-11	-3[20 µM]	6
N=C(N)SCc1ccccn1
  4	2	2	6	0	2	-6	-19	-8
COCCN(C(=S)Nc1ccc(C)cc1)C(C)c1cccnc1 (stereo unspecified)
  3	-1	1	4	3	2	-7	-17	15
CCc1ccc(NC(=O)CSc2nc3ccccc3c(=O)n2CCN2CCOCC2)cc1
  -1	-1	-11	6	3	-3	-9	-28	17
CCCCCC/C(=N/O)c1ccccn1
  0	-4	-3	21	3	2	-5	-7	1
CCOC(=O)c1cnn(-c2ccccc2)c1NC(=O)C(F)(F)C(F)(F)C(F)(F)F
  -4	1	-6	14	2	-10	-9	-10[20 µM]	7
Cc1cc(C)c2sc(N)nc2c1
  10	-3	7	14	1	-4	-13	-34	-3
COc1ccc(OC2OC3COC(c4ccco4)OC3C(O)C2NC(C)=O)cc1 (stereo unspecified)
  -4	4	-5	9&5	7	4	-8	-8	2
CC(=O)N1CCc2cc(S(=O)(=O)NC(C(=O)Nc3ccc4c(c3)OCCO4)C(C)C)ccc21 (stereo unspecified)
  4	-3	-1	9	2	-3	14	-19	18
N#CC1=C(N)Oc2n[nH]c(-c3ccccc3)c2C12C(=O)Nc1ccccc12 (stereo unspecified)
  2	-2	-6	9	1	-2	-19	-10	19

Carrying on:
Each structure is followed by: p97 inhibitor	Ba/F3 V617F tox	RBBP9 inh	EP2 antag	BaF3 parental	Tb hexokinase	p47phox inh	Furin inhibitor	PPC-1+TRAIL kill
CCCCN=C(N)/C(C(=O)OCC)=C(\O)c1ccc(OC)cc1
  -7	7	4	11	9	-3	-14	-7	1
COc1cccc(NC(=O)CN(C)C(C)C(=O)Nc2ccc(S(=O)(=O)N3CCCC3)cc2)c1 (stereo unspecified)
  1	2	-5	6	7	-2	0	-22	-2
COCCNC(=O)CN(C(=O)CCC(=O)Nc1nccs1)c1ccccc1OC
  4	-5	7	12	6	12	-12	-8	11
Cc1noc(C)c1CSc1cc(C)c2ccccc2n1
  -7	3	-9	13	3	0	-12	-11	-3
CC1(C)CC(N2CN(C3CCCCC3)CC2=O)CC(C)(C)N1
  -3	5	-8	12	3	0	-2	-17	-6
Cn1ncc(N=Cc2ccccc2)c1C(N)=O
  5	-7	1	9	-3	10	-4	-23	3
CC(C)n1c(=O)[nH]c2cc(C(=O)Nc3ccccc3)ccc21
  2	-2	-12	10	-1	1	-1	-10	.
Cc1nnc(SCc2nnc(-c3cccs3)o2)n1C
  3	-3	3	5	1	-2	-6	-20	2
CCOc1cccc(C(=O)Nc2cc(-c3nn4c(C)nnc4s3)ccc2C)c1
  -2	-2	-1	7	-3	-13	-9	-16	19
Cc1cc(/C=C(\C#N)C(=O)NC2CCCCCC2)c(C)n1C
  -6	2	-6	9	7	-9	-2	-13	10

(next part)
Each structure is followed by: p97 inhibitor	Ba/F3 V617F tox	RBBP9 inh	EP2 antag	BaF3 parental	Tb hexokinase	p47phox inh	Furin inhibitor	PPC-1+TRAIL kill
CNCc1c(C)nn(-c2ccccc2)c1C
  -3	0	-11	7	-1	-1	20	-9	11
CN1CN(C)C(c2ccncc2)=C1c1ccncc1
  -3	4	-4	0	-2	-3	-12	-1	10
O=C(Cn1c(COc2ccc(Cl)cc2)nc2ccccc21)NCC(F)(F)F
  0	0	0	4	5	7	-6	-25	-12
N#Cc1nc(-c2ccccc2Cl)oc1N1CCOCC1
  -2	6	2	1	8	-15	-13	-15[20 µM]	10
Clc1ccc(OCc2nnc3n2N=C(c2ccc4c(c2)OCCO4)CS3)c(Cl)c1
  4	0	-15	3	7	-1	-8	-19	22
CCCn1c(N2CCC(Cc3ccccc3)CC2)nc2c1c(=O)[nH]c(=O)n2C
  -2	-3	-2	13	2	6	-9	8	34
CCC(C)NS(=O)(=O)c1ccc(NC(C)=O)cc1 (stereo unspecified)
  -9	0	-1	11	2	0	-11	-12[20 µM]	13
CC(C)c1nccn1S(=O)(=O)c1cc([N+](=O)[O-])ccc1Cl
  6	-6	-7	7	4	-7	-8	0	-4
Cc1ccc(C)c(NC(=O)Cc2coc3cc4c(cc23)CCC4)c1
  2	-4	4	5	2	2	-11	-22	13
O=C(Nc1ccc(Cl)cc1)N(Cc1cccnc1)Cc1ccco1
  -5	2	5	15	5	3	5	-18[20 µM]	20

The results go on.
Each structure is followed by: p97 inhibitor	Ba/F3 V617F tox	RBBP9 inh	EP2 antag	BaF3 parental	Tb hexokinase	p47phox inh	Furin inhibitor	PPC-1+TRAIL kill
Cn1cc(C(=O)c2ccc(Cl)cc2Cl)cc1C(=O)N/N=C(\N)COc1ccc(F)cc1
  0	-2	-7	17	4	-6	-20	8[20 µM]	9
CCOc1cc(NC(=S)NCC(C)C)c(OCC)cc1NC(=O)c1ccco1
  9	0	-1	15	10	21	-11	-24	28
O=C(O)C1C2C=CC(O2)C1C(=O)NCCC1=CCCCC1 (stereo unspecified)
  -1	4	4	16	6	11	-11	-14[20 µM]	13
COc1ccc(S(=O)(=O)NCc2ccccc2)cc1
  0	-4	3	2	3	-7	-4	-9[20 µM]	31
COc1cc(/C=N/NC(=O)c2cccc([N+](=O)[O-])c2)ccc1OC(=O)c1ccco1
  2	-4	-6	7	-1	-9	-18	-18	7
Cc1ccc(NC(=O)C2Cc3ccccc3C(=O)O2)cc1 (stereo unspecified)
  6	-1	0	10	1	3	-4	-30	-14
O=C1NC(=O)/C(=C/c2ccccn2)S1
  1	-2	-8	8	-1	-60	23	-7	4
CCC(=O)Nc1cc(Cl)ccc1N1CCN(C(=O)CC)CC1
  -2	6	-6	14	2	-1	-1	-20[20 µM]	7
O=C(C1=C[C@@H](c2ccc(C(F)(F)F)cc2)C[C@@H](OCCCCO)O1)N1CCN(Cc2ccccc2)CC1
  -1	1	-1	3	0	-15	.	-32	15
C/C(CC(=O)Nc1cccc(C(F)(F)F)c1)=N\NC(=O)C1CCCCC1
  9	-4	-8	3	0	2	0	-23	6
CC1CC(NC(=O)CCn2c(=O)oc3ccccc32)CC(C)(C)C1 (stereo unspecified)
  0	0	-8	11	5	1	-1	-22	8
COc1ccc(N2CCN(C(=O)c3cccn4c(=O)c5ccccc5nc34)CC2)cc1
  0	3	-4	7	11	-14	-5	-15	.

Compounds above with a halogen, in the order listed:
Each structure is followed by: p97 inhibitor	Ba/F3 V617F tox	RBBP9 inh	EP2 antag	BaF3 parental	Tb hexokinase	p47phox inh	Furin inhibitor	PPC-1+TRAIL kill
CCOc1cc(/C=N/NC(=O)c2nn(C)cc2Br)ccc1OCc1ccccc1Cl
  -1	3	-3	9	9	-13	-8	-9	20
Cc1nc2ccccc2nc(C)c1=NOCc1ccccc1Cl
  0	-1	-7	6	7	14	-14	-2	-6
CC(C)C(NC(=O)c1ccccc1F)C(=O)Nc1ccc2c(c1)OCO2 (stereo unspecified)
  3	-1	2	10	4	-1	-5	1	-2
O=C(Nc1ccc(Cl)c([N+](=O)[O-])c1)C(NCCCO)c1ccccc1 (stereo unspecified)
  5	0	-3	2	7	7	-9	-12	-6
CCN1CCN(C(=O)CN(C)S(=O)(=O)c2ccc(Cl)cc2)CC1
  -2	4	2	12	4	-6	-7	-16[20 µM]	19
CCOC(=O)c1cnn(-c2ccccc2)c1NC(=O)C(F)(F)C(F)(F)C(F)(F)F
  -4	1	-6	14	2	-10	-9	-10[20 µM]	7
O=C(Cn1c(COc2ccc(Cl)cc2)nc2ccccc21)NCC(F)(F)F
  0	0	0	4	5	7	-6	-25	-12
N#Cc1nc(-c2ccccc2Cl)oc1N1CCOCC1
  -2	6	2	1	8	-15	-13	-15[20 µM]	10
Clc1ccc(OCc2nnc3n2N=C(c2ccc4c(c2)OCCO4)CS3)c(Cl)c1
  4	0	-15	3	7	-1	-8	-19	22
CC(C)c1nccn1S(=O)(=O)c1cc([N+](=O)[O-])ccc1Cl
  6	-6	-7	7	4	-7	-8	0	-4
O=C(Nc1ccc(Cl)cc1)N(Cc1cccnc1)Cc1ccco1
  -5	2	5	15	5	3	5	-18[20 µM]	20
Cn1cc(C(=O)c2ccc(Cl)cc2Cl)cc1C(=O)N/N=C(\N)COc1ccc(F)cc1
  0	-2	-7	17	4	-6	-20	8[20 µM]	9
CCC(=O)Nc1cc(Cl)ccc1N1CCN(C(=O)CC)CC1
  -2	6	-6	14	2	-1	-1	-20[20 µM]	7
O=C(C1=C[C@@H](c2ccc(C(F)(F)F)cc2)C[C@@H](OCCCCO)O1)N1CCN(Cc2ccccc2)CC1
  -1	1	-1	3	0	-15	.	-32	15
C/C(CC(=O)Nc1cccc(C(F)(F)F)c1)=N\NC(=O)C1CCCCC1
  9	-4	-8	3	0	2	0	-23	6

Source: PubChem (several laboratories)
